Screening data deposited in PubChem BioAssay by The Scripps Research Institute Molecular Screening Center.
PAFAH1B2 inh: blocks human PAF acetylhydrolase 1b catalytic subunit 2. P68402. recombinant PAFAH1B2, FP-rhodamine activity probe, fluorescence polarization. inhibition, % at 3.39 µM. 340,000 compounds, 1.2% hits;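 active means inhibition above the mean of all tested compounds plus 3 SD, cut at about 24% in these data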;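 further: 0% = enzyme with DMSO and 100% = wells lacking PAFAH1B2; many of its hits are not listed in these tables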
Target sequence (P68402 whole entry, looked up): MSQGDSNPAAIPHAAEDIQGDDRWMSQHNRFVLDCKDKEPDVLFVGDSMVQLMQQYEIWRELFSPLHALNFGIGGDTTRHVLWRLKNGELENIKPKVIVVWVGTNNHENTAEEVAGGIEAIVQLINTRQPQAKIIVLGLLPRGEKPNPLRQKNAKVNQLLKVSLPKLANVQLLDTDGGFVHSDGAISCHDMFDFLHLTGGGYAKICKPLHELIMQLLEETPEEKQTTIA
pPAFAH FP inh: inhibitors of human plasma PAF acetylhydrolase (pPAFAH); Q13093; recombinant pPAFAH, FP-rhodamine probe fluorescence polarization; inhibition, % at 3.39 µM; 330,000 compounds, 1.5% hits;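 active means inhibition above the mean inhibition across the screen plus 3 SD, cut at about 25% in these data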;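 further: inhibitors block binding of the rhodamine activity-based probe so polarization drops; 0% = enzyme with DMSO and 100% = wells lacking pPAFAH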
LYPLA1 inh: blocks human lysophospholipase 1, a PME1 counter-screen; 320,000 compounds, 0.16% hits; inhibition, % at 5.9 µM; O75608; AID 2174; recombinant LYPLA1, FP-Rh probe fluorescence polarization;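 active means inhibition above the mean of all tested compounds plus 3 SD, set per campaign, cut at about 14% in these data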;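 further: inhibitors block serine hydrolase probe labeling of LYPLA1 so polarization falls; 0% = enzyme with DMSO and 100% = wells lacking LYPLA1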
Target sequence (O75608 whole entry, looked up): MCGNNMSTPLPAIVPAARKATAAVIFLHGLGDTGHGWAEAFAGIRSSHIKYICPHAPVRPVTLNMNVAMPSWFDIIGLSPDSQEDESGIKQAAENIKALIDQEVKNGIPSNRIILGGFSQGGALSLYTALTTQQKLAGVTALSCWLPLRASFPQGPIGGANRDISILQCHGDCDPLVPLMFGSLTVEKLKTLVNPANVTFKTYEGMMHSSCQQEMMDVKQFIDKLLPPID
GSTO1 counter: GSTO1 inhibition, counter-screen for RBBP9 inhibitors; P78417; inhibition, % at 5.96 µM; recombinant GSTO1, activity-based probe fluorescence polarization; 300,000 compounds, 1.1% hits; AID 1974;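 active means inhibition above the campaign mean inhibition plus 3 SD, cut at about 35% in these data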;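 further: 0% = GSTO1-1 with DMSO and 100% = wells lacking GSTO1-1 enzyme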
Target sequence (P78417 whole entry, looked up): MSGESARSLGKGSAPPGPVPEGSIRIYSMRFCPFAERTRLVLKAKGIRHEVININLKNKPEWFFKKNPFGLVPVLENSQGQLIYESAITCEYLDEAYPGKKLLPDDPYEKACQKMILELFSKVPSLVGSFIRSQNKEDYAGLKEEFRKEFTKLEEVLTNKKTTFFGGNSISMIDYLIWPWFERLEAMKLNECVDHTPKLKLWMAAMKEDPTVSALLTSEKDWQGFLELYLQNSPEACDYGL
PAFAH2 FP inh: inhibitors of human PAFAH2; Q99487; recombinant PAFAH2, FP-rhodamine activity probe, fluorescence polarization; inhibition, % at 3.39 µM; 340,000 compounds, 0.99% hits; AID 492956;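 active means inhibition above the mean over all tested compounds plus 3 SD, cut at about 30% in these data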;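 further: inhibitors block probe labeling of enzyme so polarization drops; 0% = enzyme with DMSO and 100% = wells lacking PAFAH2 protein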
LYPLA2 counter: counter-screen for PME1 inhibitors: inhibitors of human LYPLA2. O95372. recombinant LYPLA2, FP-Rh probe fluorescence polarization. inhibition, % at 5.9 µM. 320,000 compounds, 0.38% hits. AID 2177;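 active means inhibition above the screen-wide mean plus 3 SD, limit set per campaign, cut at about 26% in these data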;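 further: 0% = LYPLA2 with DMSO and 100% = wells lacking LYPLA2 enzyme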
PME-1 primary: blocks human protein phosphatase methylesterase 1. Q9Y570. recombinant PME-1, FP-Rh probe fluorescence polarization. inhibition, % at 5.9 µM. 320,000 compounds, 0.53% hits;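 active means inhibition above the campaign mean of all compounds plus 3 SD, cut at about 26% in these data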;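 further: competitive labeling of PME-1 active site by serine hydrolase directed probe; 0% = PME-1 with DMSO and 100% = wells lacking PME-1 enzyme; inhibitors block probe labeling so polarization falls and inhibition rises; many of its hits are not listed in these tables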
Target sequence (Q9Y570 whole entry, looked up): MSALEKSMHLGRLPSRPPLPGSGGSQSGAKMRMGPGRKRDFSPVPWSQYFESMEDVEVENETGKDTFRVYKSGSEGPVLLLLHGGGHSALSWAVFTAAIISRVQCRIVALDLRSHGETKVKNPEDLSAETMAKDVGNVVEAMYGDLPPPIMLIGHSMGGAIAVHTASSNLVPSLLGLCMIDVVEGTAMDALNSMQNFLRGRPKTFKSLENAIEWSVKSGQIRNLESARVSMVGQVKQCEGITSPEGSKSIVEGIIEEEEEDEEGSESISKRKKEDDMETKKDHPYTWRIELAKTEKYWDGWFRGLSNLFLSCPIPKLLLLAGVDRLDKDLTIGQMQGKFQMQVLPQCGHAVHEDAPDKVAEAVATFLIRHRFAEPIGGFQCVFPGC
PAFAH1B3 inh: inhibitors of human PAFAH1B3; recombinant PAFAH1B3, FP-rhodamine probe, fluorescence polarization; inhibition, % at 3.39 µM; 340,000 compounds, 0.28% hits; AID 492972;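 active means inhibition above the screen-wide average of all tested compounds plus 3 SD, cut at about 25% in these data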;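 further: 0% = enzyme with DMSO only and 100% = wells lacking PAFAH1B3 protein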
PAD4 inh: PAD4 (human) enzyme inhibition; recombinant PAD4, RCA probe fluorescence polarization; 330,000 compounds, 0.41% hits; inhibition, % at 6.36 µM; Q9UM07;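 active means percent inhibition above a cutoff equal to the mean of all tested compounds plus 3 SD, cut at about 15% in these data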;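 further: 0% = PAD4 with RCA probe and DMSO and 100% = probe without PAD4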
An asterisk follows results filed as active; x = not tested or not shown. Not all compounds are listed; rates above refer to the full screens.

SMILES | PAFAH1B2 inh | pPAFAH FP inh | LYPLA1 inh | GSTO1 counter | PAFAH2 FP inh | LYPLA2 counter | PME-1 primary | PAFAH1B3 inh | PAD4 inh
COc1cc(C=Nc2cccc(C)c2)c(O)c([N+](=O)[O-])c1 | -2.1 | 9.6 | -2.3 | 4.7 | 1.9 | -3.6 | 6.0 | 9.5 | -3.9
O=C(CCn1c(=O)c2sccc2n(CC(=O)OCc2ccccc2)c1=O)NCc1ccco1 | 2.0 | 2.2 | -1.4 | -4.9 | 7.3 | -3.4 | 8.4 | 5.3 | 2.9
COc1ccc(C2C(C#N)=C(N)N(c3sc4c(c3C#N)CCCC4)C3=C2C(=O)CC(C)(C)C3)cc1OC (stereo not given) | -1.3 | 7.9 | -4.5 | 6.0 | 0.8 | -3.2 | 4.8 | -2.1 | -4.1
COc1ccccc1CNC(=O)C(=O)NCC1OCCN1S(=O)(=O)c1ccc(Br)cc1 (stereo not given) | 4.5 | 0.0 | -2.9 | 1.0 | -0.2 | 9.4 | 5.2 | 10.1 | -7.9
COC(=O)CCCC(=O)N1CCC(CCC(=O)NCc2ccc(F)cc2)CC1 | -2.0 | 5.7 | -1.4 | 1.4 | -6.8 | -5.9 | -1.2 | 1.0 | -8.0
Cc1ccc(-c2csc3ncn(CC(N)=O)c(=O)c23)cc1C | 1.6 | 5.7 | 0.4 | -0.2 | 5.6 | -0.8 | 2.2 | 0.2 | -1.2
CCc1ccc(OCC(=O)NC(=S)Nc2ccc(C)cc2C)c(Br)c1 | -2.6 | -0.2 | -2.4 | -2.3 | 29.7* | -0.2 | -10.4 | 7.8 | -7.5
CCOC(=O)c1[nH]c(C)c(C(=O)NC(C)CC)c1C (stereo not given) | 10.7 | 0.2 | 3.3 | 5.8 | 1.3 | -0.4 | 0.9 | 9.0 | -4.3
COc1cc(/C=N/NC(=O)CNS(=O)(=O)c2ccc(C)cc2)cc(OC)c1OC | -4.6 | -0.8 | 1.0 | 6.4 | 1.2 | 4.5 | 3.0 | 7.5 | 0.8
CCN(CC)c1ccc2cc(S(=O)(=O)c3ccc(C)cc3)c(=O)oc2c1 | -3.2 | 0.2 | 7.8 | -0.8 | 2.7 | 4.3 | -1.0 | -3.5 | 2.7
CN(C)CCCN(C(=O)c1ccc(S(=O)(=O)N(C)Cc2ccccc2)cc1)c1nc2c(F)cccc2s1 | -6.9 | 7.4 | 0.6 | -0.5 | -4.3 | 8.5 | 5.4 | 6.5 | -3.6
COc1ccc(NC(=O)CN(c2ccccc2OC)S(=O)(=O)c2cccs2)cc1Cl | -2.1 | 2.2 | x | x | -4.2 | x | x | -1.9 | 2.0
O=C(CN1C(=O)/C(=C/c2ccco2)SC1=S)NC1CCS(=O)(=O)C1 (stereo not given) | 3.5 | 38.4* | -8.6 | 23.0 | 19.6 | -9.9 | -24.0 | 16.0 | -6.4
COc1ccc(N2C(=O)CCC(C(=O)NCc3cccnc3)C2c2ccc(OC)c(OC)c2)cc1 (stereo not given) | 3.8 | -4.6 | -0.6 | 0.6 | 15.3 | 3.0 | -0.7 | -2.1 | 0.0
O=C(NC1CCCCC1)C1COc2ccccc2O1 (stereo not given) | 1.1 | 3.2 | 3.7 | -3.0 | 1.9 | 3.7 | -0.4 | 0.8 | 4.6
CN(CC(=O)Nc1ccccc1Br)C(=O)CNC(=O)Cc1cccc2ccccc12 | 10.0 | 8.2 | 1.1 | -2.6 | 3.5 | 1.2 | 2.6 | 2.9 | 0.0
Cc1cccc(OCC(=O)NCC(=O)N/N=C/c2c(C)[nH]c3ccccc23)c1 | 4.2 | 10.4 | 0.8 | 2.5 | -4.8 | -0.5 | 5.0 | 7.5 | -11.4
Cc1cc2ccccn2c1C(=O)c1ccncc1 | 4.3 | 1.1 | -0.5 | 1.8 | 7.1 | 1.0 | -2.5 | 9.5 | 0.9
Cc1nnc(SCC(=O)N2CCc3ccccc32)s1 | 3.3 | 7.2 | -1.5 | 9.1 | 2.4 | 1.9 | -1.6 | 4.7 | 1.6
COc1ccc(C2CC(c3ccccc3)=NN2C(=O)COC(=O)C2(C)CC2(Cl)Cl)cc1 (stereo not given) | -3.0 | 1.8 | -2.1 | -7.4 | 8.0 | -3.1 | -3.4 | -3.8 | 0.0

A draw from above in order of length of the SMILES, rising:
SMILES | PAFAH1B2 inh | pPAFAH FP inh | LYPLA1 inh | GSTO1 counter | PAFAH2 FP inh | LYPLA2 counter | PME-1 primary | PAFAH1B3 inh | PAD4 inh
CCOC(=O)c1[nH]c(C)c(C(=O)NC(C)CC)c1C (stereo not given) | 10.7 | 0.2 | 3.3 | 5.8 | 1.3 | -0.4 | 0.9 | 9.0 | -4.3
CN(CC(=O)Nc1ccccc1Br)C(=O)CNC(=O)Cc1cccc2ccccc12 | 10.0 | 8.2 | 1.1 | -2.6 | 3.5 | 1.2 | 2.6 | 2.9 | 0.0
COc1ccc(C2C(C#N)=C(N)N(c3sc4c(c3C#N)CCCC4)C3=C2C(=O)CC(C)(C)C3)cc1OC (stereo not given) | -1.3 | 7.9 | -4.5 | 6.0 | 0.8 | -3.2 | 4.8 | -2.1 | -4.1

The results go on:
SMILES | PAFAH1B2 inh | pPAFAH FP inh | LYPLA1 inh | GSTO1 counter | PAFAH2 FP inh | LYPLA2 counter | PME-1 primary | PAFAH1B3 inh | PAD4 inh
Cc1ccccc1-n1c(C)cc(/C=N/Nc2ccc([N+](=O)[O-])cn2)c1C | -0.1 | 5.1 | 2.2 | -2.1 | -2.3 | -0.5 | 2.4 | 1.5 | -0.3
COC(=O)[C@@]1(Cc2ccc(F)cc2)[C@H]2c3cc(C(=O)N(C)C)n(Cc4c(CO)[nH]cc(C)c4=O)c3C[C@H]2CN1C(=O)c1ccccc1 | x | -10.4 | -6.6 | -3.6 | x | 1.3 | -3.9 | x | -2.4
CCn1c(Cc2ccc(OC)cc2)nnc1SCC(=O)N1CCN(c2ccccc2)CC1 | 3.2 | 4.3 | -0.2 | 6.7 | 1.1 | 0.7 | -0.8 | 5.0 | 1.1
CCCNc1c(F)c(F)c2c(C)c3ccccc3nc2c1F | 6.2 | 34.8* | -0.4 | 19.9 | 19.6 | -7.1 | 8.8 | 11.5 | -6.8
O=[N+]([O-])c1nn(-c2ccc(Cl)cc2)n(O)c1=NCc1ccccc1Cl | 7.4 | 7.5 | 0.1 | -2.7 | 5.0 | -2.6 | 1.2 | 10.3 | -5.0
COc1ccc(/C=N/Nc2nnc(Cc3ccccc3)c(=O)[nH]2)cc1OC | 1.2 | 7.4 | -0.8 | 5.7 | 6.8 | 0.3 | -4.4 | 0.3 | -0.5
CC(C)C(NC(=O)C1CCCCC1)C(=O)NC1=NCCS1 (stereo not given) | -0.2 | -2.5 | -1.1 | -0.3 | 6.6 | -1.5 | 3.5 | 1.7 | 0.8
CCC(C)c1ccc(N(CC(=O)NC(C)(C)C)C(=O)CNC(=O)c2cccs2)cc1 (stereo not given) | 10.9 | -0.8 | 5.1 | 5.0 | -2.3 | -0.3 | -6.4 | 5.3 | -0.2
O=C(NCCCCc1ccccc1)C1CC(c2cccc([N+](=O)[O-])c2)=NO1 (stereo not given) | 12.9 | 12.9 | 3.0 | 5.1 | 6.0 | 8.1 | 6.1 | 5.0 | 2.6
COC(=O)Nc1ccc(C)c2nsnc12 | 3.6 | 7.5 | -2.2 | -2.9 | -3.6 | -0.2 | -3.0 | 7.0 | -0.1
CCOC(=O)C1CCN(C(=O)COc2ccc(N(C)S(=O)(=O)c3ccc(OCC)cc3)cc2)CC1 | 0.9 | 3.0 | -1.9 | -1.2 | 4.6 | 3.0 | -1.6 | 4.9 | -7.7
CCCc1cc(C(=O)NCCc2ccc(OC)c(OC)c2)no1 | 0.2 | 2.5 | -0.6 | -2.0 | 4.8 | -5.0 | 0.3 | 3.0 | 4.8
COc1ccc(S(=O)(=O)N2CCC(Cc3ccccc3)CC2)cc1C(N)=O | 5.2 | 7.4 | 0.7 | 0.9 | -0.4 | -3.3 | 0.6 | 4.1 | -8.0
CC(CCc1ccccc1)NC(=O)C(Cc1ccccc1)NC(N)=O (stereo not given) | 1.2 | 5.8 | 2.1 | 4.3 | 6.4 | 3.2 | -4.9 | 3.1 | 4.7
Cc1ccc(C(=O)N2CCCc3ccccc32)c(F)c1F | 1.1 | -7.8 | 1.7 | 5.4 | 7.0 | -1.5 | -3.1 | 2.5 | 3.0
Cn1c(CCC(=O)Nc2cc(S(C)(=O)=O)ccc2Cl)nc2cc(S(=O)(=O)N3CCOCC3)ccc21 | -0.4 | 0.7 | 2.1 | 9.2 | 3.4 | 2.4 | -2.3 | 9.9 | -4.2
CCS(=O)(=O)NCc1ccc2c(c1)cc(C)n2C | 9.0 | 6.8 | -4.2 | 0.7 | 0.4 | 1.5 | 4.6 | 2.2 | -3.6
O=C(COc1ccc2c(-c3ccccc3)cc(=O)oc2c1)Nc1cccnc1 | 5.7 | 0.1 | -1.5 | 1.4 | 7.0 | -0.1 | -1.0 | 11.0 | 1.8
CC(=O)Oc1cccc(N2C(=O)CC(Nc3ccc(N4CCOCC4)cc3)C2=O)c1 (stereo not given) | 6.0 | 25.3* | -1.9 | 24.6 | 25.5 | 5.2 | 0.7 | 4.7 | 37.4*
S=C(Nc1ccc(Cc2ccncc2)cc1)Nc1cccc(Cl)c1 | 4.8 | 1.2 | -1.0 | -8.4 | 0.2 | 11.9 | 11.1 | 8.2 | -1.0
CCCCN(C(=O)/C=C/c1ccc(OC)cc1)C1CCS(=O)(=O)C1 (stereo not given) | -2.2 | -0.1 | 2.3 | -9.2 | -0.6 | 0.2 | -1.4 | -2.0 | -6.5
COc1ccc(C2CC(=O)c3cnc(NC(=O)c4ccccc4)nc3C2)c(OC)c1 (stereo not given) | 4.5 | -4.0 | 2.9 | 12.7 | 5.4 | 3.9 | -4.8 | 7.0 | 1.3
O=C(O)C1CCCCC1C(=O)N1CCN(S(=O)(=O)c2ccc(F)cc2)CC1 (stereo not given) | 4.8 | 3.4 | -0.2 | -3.0 | 4.5 | 0.9 | -2.6 | 2.0 | -0.2
CC(C)c1nc2sc3c(=O)[nH]cnc3c2c2c1CCC2 | 3.6 | -5.2 | -1.4 | -5.6 | -1.8 | 2.5 | -3.0 | -0.2 | 0.7
CCOC(=O)c1ccc(N2C(=O)CC(C(=O)OC)=C2C)cc1 | 9.3 | -4.0 | -4.5 | 1.9 | 4.6 | -6.8 | -0.8 | -0.8 | 0.1
Cc1cc(C)cc(N2CC(C)(C)C2=O)c1 | 4.4 | 5.8 | -1.4 | 4.4 | 3.0 | 0.1 | -0.7 | 5.0 | -2.8
COc1ccc(N2CC(O)=C(c3nc4ccccc4s3)C2=N)cc1 | -1.2 | 16.4 | 2.5 | 3.2 | 18.1 | -1.5 | -3.2 | 1.8 | 4.2
COc1cc([C@@H]2CC=C(C(=O)O)[C@H](c3cccc(Cl)c3)N2S(=O)(=O)c2ccc(C)cc2)cc(OC)c1OC | -3.8 | -2.9 | -2.3 | -96.9 | 6.8 | -4.8 | -3.3 | 19.1 | -4.0
CCOC(=O)C1=C(C)N=C2SCCC(=O)N2[C@@H]1/C=C/c1ccccc1 | 2.1 | 7.9 | -2.1 | -3.0 | -7.5 | -0.3 | 4.3 | 2.5 | 0.8
COC(=O)C1=COC(C)C2CN3CCc4c([nH]c5ccccc45)C3CC12 (stereo not given) | 4.4 | 10.9 | 5.9 | 0.8 | 10.2 | 2.2 | 1.7 | 3.7 | 2.9
